Assay outcomes (PubChem)
HSP90 refold inh – inhibitors of HSP90 luciferase refolding in rabbit reticulocyte lysate. luciferase refolding luminescence, 3 h. inhibition, % at 5.6 µM. 290,000 tested, 0.91% active. AID 1789;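 active = inhibition above the screen-wide mean plus 3 SD, computed separately per campaign, cut at about 16% in these data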;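 also: 0% = DMSO wells and 100% = 60 µM geldanamycin wells; inhibitors lower the luminescence because luciferase stays unfolded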
HSF-1 act – increases HSF-1 driven luciferase reporter signal; NIH3T3-HGL HSF-1 luciferase reporter, MG132, 8 h; 100% = twice DMSO control signal; AID 504408; activation, % at 9 µM; 300,000 tested, 1.7% active;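 active = mean replicate activation of at least 50% with a set share of replicates each reaching 50%; inconclusive = only one of those two conditions met; inactive = mean below 50% and too few replicates reaching it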;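 also: 0% = median of the neutral control wells and 100% = twice that signal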
HDAC3 inhib – inhibitors of human histone deacetylase 3; O15379; 320,000 tested, 0.15% active; recombinant HDAC3, fluorogenic peptide/trypsin coupled, fluorescence; AID 2718; inhibition, % at 8.3 µM; in the data active = inhibition above about 26%, passing the limit was not always enough; inconclusive = no clear call, values can overlap the other calls
Target sequence (O15379 whole entry, looked up): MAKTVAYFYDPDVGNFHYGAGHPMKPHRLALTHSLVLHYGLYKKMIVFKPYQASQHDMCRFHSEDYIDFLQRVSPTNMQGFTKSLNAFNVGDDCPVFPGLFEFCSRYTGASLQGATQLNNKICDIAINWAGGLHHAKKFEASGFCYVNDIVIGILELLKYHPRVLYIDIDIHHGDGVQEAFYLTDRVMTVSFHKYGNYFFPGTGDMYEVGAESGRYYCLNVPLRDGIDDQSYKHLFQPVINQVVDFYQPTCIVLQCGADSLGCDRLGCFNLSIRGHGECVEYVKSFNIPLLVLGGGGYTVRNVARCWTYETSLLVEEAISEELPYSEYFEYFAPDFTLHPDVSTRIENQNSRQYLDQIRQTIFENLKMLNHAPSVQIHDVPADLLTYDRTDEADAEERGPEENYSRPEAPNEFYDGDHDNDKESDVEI
IEC-6 tox – kills IEC-6 intestinal cells in KLF5 counter-screen | IEC-6 cytotoxicity, luminescence viability | inhibition, % at 5 µM | 290,000 tested, 0.78% active | AID 1825; in the data active = inhibition above about 22%;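 also: 0% = plate median of test compound wells and 100% = cytotoxic reference compound wells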
aSyn 5UTR inh – MLPCN primary screen, SNCA 5' untranslated region. inhibition, % (tested at 7.5 µM). alpha-synuclein 5'UTR reporter, inhibitor activity. 300,000 tested, 0.82% active. AID 1813; in the data active = inhibition above about 60%; inconclusive = no clear call, values can overlap the other calls;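 also: H4 neuroglioblastoma cells stably carrying SNCA 5'UTR luciferase fusion; 0% = DMSO wells and 100% = positive control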
AI-2 QS modul – modulates the Vibrio harveyi AI-2 quorum sensing system; Vibrio harveyi JMH597 AI-2 luminescence/OD600 ratio, 9 h; active compounds read low; strain lacks LuxN and CqsS sensors; 0 = neutral-control median; activity change, % at 7.5 µM; 300,000 tested, 0.4% active; AID 2094; in the data active = activity change below about -75%, passing the limit was not always enough; inconclusive = no clear call, values can overlap the other calls;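 also: luminescence divided by OD600 gain over 9 h not by final OD600 alone; inactives centre near 13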
HSF1 inhib – HSF1 inhibition. NIH3T3-HGL HSE-luciferase, MG132-induced, luminescence 8 h; active compounds read low. activity change, negative = inhibition, % at 7.5 µM (by protocol). 300,000 tested, 0.77% active;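 active = more than half of replicate wells show activity change below -50%, luminescence cut by over half; inconclusive = some wells, but at most half, below -50%; inactive = no replicate well below -50%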;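 also: luciferase reports HSF-1 transcriptional activity via heat shock element; 0% = median of DMSO wells and -100% = zero luminescence signal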
KLF5 inhibitor – inhibitors of KLF5 expression | DLD-1 KLF5 promoter-luciferase reporter, luminescence | inhibition, % at 5 µM | 290,000 tested, 0.23% active | AID 1700;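 active = inhibition above a per-plate limit of that plate's mean compound inhibition plus 3 SD, cut at about 60% in these data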;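 also: 0% = DMSO wells and 100% = LY294002 at 200 µM; higher means less KLF5 promoter-driven luciferase light; inactives centre near -14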
HIF act – HIF pathway transcriptional activation | AID 1910 | activation, % at 7.5 µM (by protocol) | 300,000 tested, 0.32% active | U2OS HRE-luciferase reporter, luminescence; normalized: DMSO 0%, desferrioxamine 100%;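 active = mean activation of at least 10% of the iron chelator positive control signal, with at least half of replicates also reaching 10%; inconclusive = mean and replicate majority disagree about reaching 10%; inactive = mean and most replicates under 10%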
Platelet DG rel – platelet dense granule release activity; human platelet-rich plasma, SFLLRN dense granule ATP release, luminescence; inhibition, %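 (compounds screened at 7.5 µM in platelet-rich plasma)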; 300,000 tested, 0.22% active;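 active = mean replicate score, as percent of positive control, at or above 50; inconclusive = mean below 50 but at least one replicate at or above 50; inactive = mean and every replicate below 50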
An asterisk follows results filed as active.

What do the screens show for `CCN(C(=O)CN1C(=O)COc2ccc(S(=O)(=O)N3CCOCC3)cc21)c1ccc(OC)cc1`?
HSP90 refold inh: -4; HSF-1 act: 7; HDAC3 inhib: 0; IEC-6 tox: -6; aSyn 5UTR inh: -12; AI-2 QS modul: 33; HSF1 inhib: -2; KLF5 inhibitor: -2; HIF act: -0.3; Platelet DG rel: 9

How did COc1ccc2cc(S(=O)(=O)n3cnc(C)c3)ccc2c1 do in these assays?
HSP90 refold inh: -2; HSF-1 act: 4; HDAC3 inhib: -4; IEC-6 tox: -3; aSyn 5UTR inh: -13; AI-2 QS modul: 12; HSF1 inhib: -6; KLF5 inhibitor: -13; HIF act: 0.2; Platelet DG rel: 7

Results for O=C(/C=C/c1ccccc1)N1CCC[C@H]1CO ?
HSP90 refold inh: 4; HSF-1 act: -9; HDAC3 inhib: -2; IEC-6 tox: -5; aSyn 5UTR inh: 22; AI-2 QS modul: 15; HSF1 inhib: -5; KLF5 inhibitor: -5; HIF act: 0.1; Platelet DG rel: 0

What do the screens show for `O=c1[nH]c2ccc(Cl)cc2c(-c2ccccc2)c1[N+](=O)[O-]`?
HSP90 refold inh: -2; HSF-1 act: -3; HDAC3 inhib: -3; IEC-6 tox: 14; aSyn 5UTR inh: 8; HSF1 inhib: -7; KLF5 inhibitor: 4; HIF act: -32; Platelet DG rel: -10

How did COc1cc(/C=N/NC(=O)c2cccnc2)ccc1OS(=O)(=O)c1ccc(C)cc1 do in these assays?
HSP90 refold inh: -3; HSF-1 act: -11; HDAC3 inhib: 3; IEC-6 tox: -4; aSyn 5UTR inh: -9; AI-2 QS modul: 26; HSF1 inhib: 3; KLF5 inhibitor: -35; HIF act: -0.2; Platelet DG rel: -5

What do the screens show for `O=C(NCCc1c[nH]c2ccccc12)C(F)(F)C(F)F`?
HSP90 refold inh: -3; HSF-1 act: 3; HDAC3 inhib: -4; IEC-6 tox: 1; aSyn 5UTR inh: 22; AI-2 QS modul: -12; HSF1 inhib: 5; KLF5 inhibitor: 7; HIF act: 0.2; Platelet DG rel: -24

How did NC(=O)C1CCN(C(=O)c2ccc(C(F)(F)F)cc2)CC1 do in these assays?
HSP90 refold inh: -6; HSF-1 act: -8; HDAC3 inhib: -3; IEC-6 tox: -4; aSyn 5UTR inh: -6; AI-2 QS modul: 8; HSF1 inhib: -6; KLF5 inhibitor: -45; HIF act: -0.1; Platelet DG rel: 0

How did Cc1ccc(CNC(=O)c2cc3c(C)nc4ccccc4c3o2)cc1 do in these assays?
HSP90 refold inh: 5; HSF-1 act: 7; HDAC3 inhib: -3; IEC-6 tox: 3; aSyn 5UTR inh: -2; AI-2 QS modul: 25; HSF1 inhib: 2; KLF5 inhibitor: -55; HIF act: -0.3; Platelet DG rel: 23

Results for CCCOc1ccc(-c2nc[nH]c2[N+](=O)[O-])cc1 ?
HSP90 refold inh: -4; HSF-1 act: -14; HDAC3 inhib: -10; IEC-6 tox: -8; aSyn 5UTR inh: 20; AI-2 QS modul: 13; HSF1 inhib: -1; KLF5 inhibitor: -6; HIF act: -0.3; Platelet DG rel: 4

Results for Cc1cccnc1CCNC(=O)c1ccc(OC2CCN(Cc3ccccn3)CC2)cc1 ?
HSP90 refold inh: 14; HSF-1 act: -28; HDAC3 inhib: 0; IEC-6 tox: 2; aSyn 5UTR inh: -1; AI-2 QS modul: 5; HSF1 inhib: -19; KLF5 inhibitor: -26; HIF act: -1.7; Platelet DG rel: -6

Results for C=C(C)C(C)(C#CCN1CCCC1)OC(C)=O (stereo unspecified) ?
HSP90 refold inh: -1; HSF-1 act: 11; HDAC3 inhib: -1; IEC-6 tox: -3; aSyn 5UTR inh: 4; AI-2 QS modul: 3; HSF1 inhib: -4; KLF5 inhibitor: -20; HIF act: -0.4; Platelet DG rel: -4

Results for O=C(COC(=O)CN1C(=O)NC2(CCCC2)C1=O)Nc1ccccc1C(F)(F)F ?
HSF-1 act: 9; HDAC3 inhib: inconclusive; aSyn 5UTR inh: 0; AI-2 QS modul: 13; HSF1 inhib: -4; HIF act: 0.2; Platelet DG rel: 0

How did CC(=O)c1ccc(N2C(=NC(=O)C3CCCO3)SC3CS(=O)(=O)CC32)cc1 (stereo unspecified) do in these assays?
HSP90 refold inh: 1; HSF-1 act: -2; HDAC3 inhib: 5; IEC-6 tox: 1; aSyn 5UTR inh: -25; AI-2 QS modul: 8; HSF1 inhib: -4; KLF5 inhibitor: -12; HIF act: -0.7; Platelet DG rel: -1

What do the screens show for `O=C(Cc1ccc([N+](=O)[O-])cc1)N1N=C(C2CC2)CC1(O)C(F)(F)F` (stereo unspecified)?
HSP90 refold inh: 2; HSF-1 act: 68*; HDAC3 inhib: 5; IEC-6 tox: 4; aSyn 5UTR inh: 11; AI-2 QS modul: 13; HSF1 inhib: 12; KLF5 inhibitor: -19; HIF act: 0.1; Platelet DG rel: -2

Results for COc1cccc(NC(=O)C2C(c3ccccc3)C2(Cl)Cl)c1 (stereo unspecified) ?
HSP90 refold inh: 3; HSF-1 act: -4; HDAC3 inhib: 11; IEC-6 tox: -3; aSyn 5UTR inh: 20; AI-2 QS modul: 22; HSF1 inhib: 0; KLF5 inhibitor: -1; HIF act: -1.4; Platelet DG rel: 4

Results for O=C(NC1CCCC1)C(c1ccccc1)N(C(=O)c1csnn1)C1CCCC1 (stereo unspecified) ?
HSP90 refold inh: -3; HSF-1 act: 20; HDAC3 inhib: -3; IEC-6 tox: 2; aSyn 5UTR inh: 8; AI-2 QS modul: 7; HSF1 inhib: 6; KLF5 inhibitor: -6; HIF act: 0.7; Platelet DG rel: -1

Results for COc1ccc(OC2OC3COC(c4ccco4)OC3C(O)C2NC(C)=O)cc1 (stereo unspecified) ?
HSP90 refold inh: -1; HSF-1 act: -52; HDAC3 inhib: -11; IEC-6 tox: 5; aSyn 5UTR inh: 21; AI-2 QS modul: 9; HSF1 inhib: -41; KLF5 inhibitor: 23; HIF act: -0.2; Platelet DG rel: -3

What do the screens show for `C[C@@H]1CN=C2N(CCNC(=O)CCC3CCCCC3)[C@H](Cc3ccc(O)cc3)CN21`?
HSP90 refold inh: 1; HSF-1 act: 7; HDAC3 inhib: inconclusive; IEC-6 tox: -1; aSyn 5UTR inh: -31; AI-2 QS modul: 4; HSF1 inhib: 1; KLF5 inhibitor: -2; HIF act: 0.5; Platelet DG rel: 6

What do the screens show for `COc1ccc(/C=N/Nc2snc(SC)c2C#N)cc1OC`?
HSP90 refold inh: -6; HSF-1 act: 42; HDAC3 inhib: 1; IEC-6 tox: 41*; aSyn 5UTR inh: -146; AI-2 QS modul: 6; HSF1 inhib: 40; KLF5 inhibitor: -21; HIF act: 1.8; Platelet DG rel: 52*

How did COc1cc(C2NC(=S)NC3=C2C(=O)CCC3)ccc1O (stereo unspecified) do in these assays?
HSP90 refold inh: 4; HSF-1 act: 22; HDAC3 inhib: 7; IEC-6 tox: -3; aSyn 5UTR inh: -10; AI-2 QS modul: 12; HSF1 inhib: 2; KLF5 inhibitor: -20; HIF act: -0.4; Platelet DG rel: 2

What do the screens show for `COc1ccc(OC)c(NC(=O)NNC(=O)COc2ccc(F)cc2F)c1`?
HSP90 refold inh: 3; HSF-1 act: 14; HDAC3 inhib: 1; IEC-6 tox: -2; aSyn 5UTR inh: 16; AI-2 QS modul: 1; HSF1 inhib: 2; KLF5 inhibitor: 2; HIF act: 0.2; Platelet DG rel: -1

Results for CC(C)C(=O)Nc1ccccc1-c1nc2ccccc2[nH]c1=O ?
HSP90 refold inh: 0; HSF-1 act: 16; HDAC3 inhib: -3; IEC-6 tox: 1; aSyn 5UTR inh: 10; AI-2 QS modul: 7; HSF1 inhib: -3; KLF5 inhibitor: -6; HIF act: 0.4; Platelet DG rel: -1

How did O=C(COc1ccc(Cl)cc1Cl)OCn1nnc2ccccc2c1=O do in these assays?
HSP90 refold inh: -1; HSF-1 act: -8; HDAC3 inhib: 5; IEC-6 tox: -2; aSyn 5UTR inh: 2; AI-2 QS modul: -4; HSF1 inhib: 10; KLF5 inhibitor: -7; HIF act: -0.7; Platelet DG rel: 4

Results for CCOC(=O)C1CCCN(C(=O)c2cc(S(=O)(=O)N(C)C)ccc2N2CCCC2)C1 (stereo unspecified) ?
HSF-1 act: 1; aSyn 5UTR inh: -9; AI-2 QS modul: 22; HSF1 inhib: -4; HIF act: -0.3; Platelet DG rel: 9

What do the screens show for `Cc1cc(NC(=O)CSc2nnc(Nc3ccccc3C)s2)no1`?
HSP90 refold inh: -3; HSF-1 act: 7; HDAC3 inhib: 0; IEC-6 tox: -2; aSyn 5UTR inh: 3; AI-2 QS modul: 33; HSF1 inhib: -4; KLF5 inhibitor: -13; HIF act: 0.8; Platelet DG rel: 1

How did CCOc1ccc2[nH]c(C)c(CN3CCCCCC3)c(=O)c2c1 do in these assays?
HSP90 refold inh: 0; HSF-1 act: 9; HDAC3 inhib: -13; IEC-6 tox: 3; aSyn 5UTR inh: 2; AI-2 QS modul: 21; HSF1 inhib: 2; KLF5 inhibitor: -40; HIF act: -39; Platelet DG rel: -4

What do the screens show for `CSc1cccc(NC(=O)CSc2nc3ccccc3o2)c1`?
HSP90 refold inh: 5; HSF-1 act: 26; HDAC3 inhib: -7; IEC-6 tox: 7; aSyn 5UTR inh: -12; AI-2 QS modul: -26; HSF1 inhib: 26; KLF5 inhibitor: -55; HIF act: 1.0; Platelet DG rel: -3

Results for Cc1ccc2[nH]c(=O)c(CN3CCCCC3)c(-c3ccccc3)c2c1 ?
HSP90 refold inh: 4; HSF-1 act: 1; HDAC3 inhib: 6; IEC-6 tox: 5; aSyn 5UTR inh: -5; AI-2 QS modul: 14; HSF1 inhib: -3; KLF5 inhibitor: -5; HIF act: -0.4; Platelet DG rel: 1

What do the screens show for `Cc1nnc(SCc2nnc(-c3cccs3)o2)n1C1CCCCC1`?
HSP90 refold inh: 1; HSF-1 act: 2; HDAC3 inhib: -3; IEC-6 tox: 5; aSyn 5UTR inh: 5; AI-2 QS modul: 17; HSF1 inhib: 8; KLF5 inhibitor: -36; HIF act: -0.2; Platelet DG rel: 0

How did CCOc1ccccc1-c1nc(-c2ccc(NC(=O)c3ccc(Br)o3)cc2)no1 do in these assays?
HSP90 refold inh: 0; HSF-1 act: inconclusive; HDAC3 inhib: -4; IEC-6 tox: 0; aSyn 5UTR inh: -136; AI-2 QS modul: 22; HSF1 inhib: 14; KLF5 inhibitor: -56; HIF act: 2.4; Platelet DG rel: 12

Results for CN(C1CCCCC1)S(=O)(=O)c1ccc2c(c1)c(=O)c(C(=O)NCCN1CCCC1)cn2C ?
HSP90 refold inh: 1; HSF-1 act: 0; HDAC3 inhib: inconclusive; IEC-6 tox: -2; aSyn 5UTR inh: -15; AI-2 QS modul: 65; HSF1 inhib: -2; KLF5 inhibitor: -18; HIF act: 0.0; Platelet DG rel: 3

What do the screens show for `CCOC(=O)Cc1nnc2c(Nc3ccc(Cl)cc3)nc3nonc3n12`?
HSP90 refold inh: -4; HSF-1 act: 3; HDAC3 inhib: 9; IEC-6 tox: 0; aSyn 5UTR inh: -19; AI-2 QS modul: 28; HSF1 inhib: -9; KLF5 inhibitor: 0; HIF act: -0.6; Platelet DG rel: -4

How did COc1cc(C)c(Cl)cc1S(=O)(=O)n1cnc2ccccc21 do in these assays?
HSP90 refold inh: 3; HSF-1 act: -14; HDAC3 inhib: 1; IEC-6 tox: 3; aSyn 5UTR inh: 19; AI-2 QS modul: 6; HSF1 inhib: 7; KLF5 inhibitor: -2; HIF act: 0.0; Platelet DG rel: 16
